Screening results: PubChem BioAssay, several laboratories
S1P2 ag: activates the human S1P2 receptor; S1P2-expressing cell line, agonist reporter read-out; activation, % at 4.5 µM; O95136; hit rate 0.46% among 97,000; in the data active means activation above about 16%;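 further: 0% = vehicle low control and 100% = maximal reference agonist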
Target sequence (O95136 whole entry, looked up): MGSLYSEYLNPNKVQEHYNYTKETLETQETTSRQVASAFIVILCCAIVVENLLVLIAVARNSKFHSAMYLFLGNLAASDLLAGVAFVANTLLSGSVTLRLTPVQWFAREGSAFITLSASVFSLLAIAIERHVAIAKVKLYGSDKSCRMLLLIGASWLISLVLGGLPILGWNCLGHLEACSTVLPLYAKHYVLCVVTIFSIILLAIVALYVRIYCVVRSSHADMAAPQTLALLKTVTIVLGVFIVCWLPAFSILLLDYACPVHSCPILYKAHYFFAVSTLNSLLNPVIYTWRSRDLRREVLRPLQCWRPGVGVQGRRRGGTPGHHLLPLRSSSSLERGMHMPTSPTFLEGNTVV
PostGolgi ctrl: growth of the yeast control strain, post-Golgi counter-screen. inhibition, % at 10 µM. AID 738. hit rate 5% among 98,000. efflux-deficient yeast background strain, growth absorbance A615, 16 h
HUVEC inhibit: inhibitors of human endothelial cell proliferation | HUVEC proliferation, CellTiter-Glo luminescence, 72 h; active compounds read low | viability, % at 10 µM (by protocol) | hit rate 1.1% among 86,000 | AID 648;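 active means viability at or below 30%; inactive means viability above 30%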;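 further: 100% = median luminescence of DMSO-only cell control wells on each plate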
Fibroblast inh: blocks proliferation of human lung fibroblasts | LL 47 human lung fibroblast viability, ATP luminescence; active compounds read low | viability, % at 10 µM | hit rate 1.1% among 85,000;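 active means viability at or below 50% in the single dose screen; inactive means viability above 50%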;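 further: compound exposure lasted 72 h before the ATP readout; 100% = median luminescence of untreated cell-only wells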
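Assay system: human lung fibroblast line LL 47, low passage. Input: 1,150 fibroblasts seeded per well. Times: overnight cell rest, 72 h compound treatment at 37 °C. Evaluation: % viability of median cell-only signal. Technique: luminescent ATP detection, CellTiter-Glo. Control set: cell-only wells, no compound.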
E coli WT exp: blocks growth of wild type E. coli BW25113. hit rate 0.15% among 98,000. growth inhibition, % at 100 µM. OD600 absorbance;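 active means growth inhibition above about 50% at one test dose, limit read from the data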;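 further: growth measured after 20 h incubation at 37 °C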
hDAT+cocaine: human DAT dopamine uptake with cocaine, either direction. Q01959. hit rate 1.3% among 110,000. AID 449768. B-score at 10 µM. LLC-PK1 hDAT cells, [14C]-dopamine uptake with cocaine IC80; actives deviate in either direction;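 active means Z score or B-score, a plate-position-corrected score, falls beyond the plate's 99.7% confidence bounds, in either direction; inactive means both scores lie inside the 99.7% bounds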;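 further: scored against the spread of the other compound wells on the same plate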
Target sequence (Q01959 whole entry, looked up): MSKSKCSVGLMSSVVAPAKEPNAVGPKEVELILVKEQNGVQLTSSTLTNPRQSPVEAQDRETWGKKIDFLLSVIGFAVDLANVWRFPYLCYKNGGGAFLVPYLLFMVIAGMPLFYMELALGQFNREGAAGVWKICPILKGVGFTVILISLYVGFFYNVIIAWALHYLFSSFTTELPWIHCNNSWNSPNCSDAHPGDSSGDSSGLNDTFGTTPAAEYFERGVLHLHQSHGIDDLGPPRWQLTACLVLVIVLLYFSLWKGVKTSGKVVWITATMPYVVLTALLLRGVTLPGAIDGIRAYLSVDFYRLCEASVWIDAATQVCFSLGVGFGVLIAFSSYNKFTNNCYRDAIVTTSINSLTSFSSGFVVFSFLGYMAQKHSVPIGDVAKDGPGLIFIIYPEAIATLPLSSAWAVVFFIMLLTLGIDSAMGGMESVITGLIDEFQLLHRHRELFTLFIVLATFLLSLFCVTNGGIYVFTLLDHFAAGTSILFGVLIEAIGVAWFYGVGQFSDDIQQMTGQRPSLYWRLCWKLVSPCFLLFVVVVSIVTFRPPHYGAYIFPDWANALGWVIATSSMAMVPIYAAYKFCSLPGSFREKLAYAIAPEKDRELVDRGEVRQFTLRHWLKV
H69AR inhibit: growth inhibitors of human H69AR lung tumor cells | H69AR lung tumor viability, ATP luminescence, 72 h; active compounds read low | viability, % at 10 µM | hit rate 6% among 85,000;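 active means viability at or below 40%; inactive means viability above 40%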;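 further: multidrug resistant small cell line overexpressing MRP-1 efflux transporter; 100% = mean luminescence of untreated control wells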
S1P2 antag: antagonists of human S1P2 receptor; O95136; cell-based S1P2 antagonist assay, inhibition at 5 uM; inhibition, % at 5 µM; hit rate 0.21% among 97,000; AID 736; in the data active means inhibition above about 45%;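 further: CRE beta-lactamase reporter cells expressing human S1P2 stimulated with S1P; 0% = agonist at EC80 alone and 100% = agonist plus reference antagonist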
PostGolgi yeast: growth inhibition of a yeast mutant, post-Golgi transport screen; post-Golgi transport phenotypic cell assay; inhibition, % at 10 µM; hit rate 0.9% among 98,000; AID 739;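 further: yeast cells grown in 1536-well plates; yeast grown about 18 h at 30C before absorbance read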
An asterisk follows results filed as active; x = no result given. Unless noted, no stated cut-off is given here; in the data, active means inhibition above about 30%; inactive means the rest.

SMILES	S1P2 ag	PostGolgi ctrl	HUVEC inhibit	Fibroblast inh	E coli WT exp	hDAT+cocaine	H69AR inhibit	S1P2 antag	PostGolgi yeast
Cc1csc(SCCn2c(N3CCOCC3)nc3c2c(=O)[nH]c(=O)n3C)n1	-6.6	3.3	97.2	102.0	-2.0	0.1	91.9	7.5	-2.2
COc1cccc(C2=NOC(C(=O)N3CCc4ccccc4C3)C2)c1 (configuration not stated)	-5.4	8.4	98.5	103.6	8.0	1.93	66.8	-20.9	3.7
COc1cc2[nH]c(=O)n(CCC(=O)NCCC(C)C)c(=O)c2cc1OC	-9.2	0.8	x	x	0.0	-0.75	x	-26.1	2.3
Cc1nc(CNS(=O)(=O)c2cccnc2)cs1	-2.6	8.5	92.8	100.3	1.0	0.379	93.0	-10.2	-6.3
COc1cccc(C=Nc2cccnc2)c1O	-7.7	1.5	102.8	97.8	-2.0	-6.95*	108.2	20.3	4.7
Cc1cc2c(=O)[nH]cnc2s1	-1.6	7.9	97.7	100.5	-4.0	1.14	94.2	7.6	4.2
CC(=O)C1=C(C)NC(SCC(=O)c2ccc(C)cc2)=C(C#N)C1c1ccco1 (configuration not stated)	-0.4	17.4	54.0	81.7	-7.0	0.821	51.3	15.4	-2.8
CCOC(=O)c1cc2c(C)nn(-c3ccccc3)c2s1	-4.6	x	84.0	84.1	x	-1.82	63.5	-23.0	x
N#CC(c1ccc(Cl)cc1)c1ccc2c(C(F)(F)F)cc(C(F)(F)F)nc2n1 (configuration not stated)	-5.0	91.1*	27.2*	18.5*	-7.0	-3.65*	4.6*	69.3*	81.8*
CCN(C(=O)CSc1nc2nc(C)cc(C)n2n1)c1ccccc1	-4.4	25.9	98.9	100.9	4.0	-0.0954	102.9	-20.9	6.2
Cc1ccc(C)c(C(=O)COC(=O)c2ccccc2N2C(=O)C3C4CCC(C4)C3C2=O)c1 (configuration not stated)	-9.7	4.3	x	x	-8.0	0.882	x	6.8	-1.0
O=C1CCCc2ccccc2N1Cc1ccc(Cl)cc1	-1.8	22.5	x	x	9.0	1.15	x	-6.6	6.9
COc1c(Cl)cc(C(=O)Nc2ccccc2C(=O)O)cc1Cl	-4.9	1.7	x	x	-10.0	0.0645	x	2.8	9.0
Cn1c(=O)n(CC(=O)NC2CCCCC2)c(=O)c2ccccc21	x	9.5	x	x	3.0	-0.517	x	x	-2.7
Cn1c(N2CCN(C(=O)NC34CC5CC(CC(C5)C3)C4)CC2)nc2ccccc21	-5.6	x	94.2	106.9	x	-1.61	82.3	-18.1	x
Cc1ccc2c(c1)NC(=O)C(CC(=O)NCCCN1CCCCC1C)O2 (configuration not stated)	-4.2	1.0	91.2	102.8	3.0	-0.386	93.3	6.1	-14.9
NS(=O)(=O)c1ccc(NCc2ccccc2OCc2ccc(F)cc2)cc1	-6.8	28.6	x	x	-8.0	0.226	x	16.0	-4.1
CCOc1ccc(NC(=O)CSc2nnc(Cn3cnc4ccccc43)n2C)cc1	-3.2	x	99.0	99.5	x	-0.668	94.0	-8.1	x
CCOC(=O)Nc1c(C(=O)OC)[nH]c2cc(OC)ccc12	-4.7	x	71.5	88.2	x	0.708	17.6*	3.5	x
CCCc1cc(=O)[nH]c(/N=C(/NC(=O)c2ccccc2)Nc2ccc3c(c2)OCCO3)n1	-7.5	x	55.4	75.9	x	0.581	32.4*	12.9	x
COCCNc1cc(C)nc2c(-c3ccccc3OC)c(C)nn12	-7.9	-6.8	x	x	-2.0	1.79	x	12.4	14.9
CC(=O)N1N=C(c2ccc(C)cc2)OC1c1ccc(C)cc1 (configuration not stated)	-3.4	33.8*	98.1	101.9	-4.0	0.615	97.3	-6.4	-3.2
O=C(Nc1nc(-c2ccccc2)cs1)c1cccc(S(=O)(=O)N2CCN(Cc3ccccc3)CC2)c1	-5.9	-4.5	89.8	93.7	-8.0	x	93.2	-6.8	0.5
CCCCc1ccc(NC(=O)CSCc2cc(=O)[nH][nH]2)cc1	-6.9	6.7	85.1	102.8	-6.0	-0.452	97.7	-16.9	9.8
O=C(CN1CCC(n2nnc3cc(F)ccc32)CC1)NCc1ccco1	-4.8	-6.9	110.4	104.5	0.0	1.07	73.9	15.3	-0.7
More structures.
SMILES	S1P2 ag	PostGolgi ctrl	HUVEC inhibit	Fibroblast inh	E coli WT exp	hDAT+cocaine	H69AR inhibit	S1P2 antag	PostGolgi yeast
CCc1c(C)nc2ncnn2c1N1CCC(C(=O)NCc2ccc3c(c2)OCO3)CC1	-4.0	-7.1	102.0	101.2	-1.0	0.727	67.5	-12.6	4.0
CCOCCn1c(SCc2ccc(C)cc2)nc2c1c(=O)[nH]c(=O)n2C	-0.7	14.2	103.9	95.2	2.0	0.513	76.8	-12.7	-4.9
O=C(/C=C\NCC(=O)c1ccccc1)c1ccc(F)cc1	-8.4	-4.0	x	x	5.0	0.00796	x	10.0	17.4
COc1cc(-c2nc3oc4ccccc4c(=O)c3c(=O)n2Cc2ccco2)cc(OC)c1OC	7.9	-2.3	66.2	76.9	-1.0	1.25	58.1	-3.4	-6.6
Cc1ccc(CNC(=O)C2CCCN(S(=O)(=O)c3c(C)n[nH]c3C)C2)cc1 (configuration not stated)	-4.8	16.7	87.2	94.4	-7.0	1.78	104.4	4.9	10.3
Cc1cc(OCCN2CCOCC2)nc2ccccc12	3.0	4.7	x	x	10.0	-0.211	x	4.0	4.1
Cc1cccc(S(=O)(=O)c2c(N)n(Cc3ccco3)c3nc4ccccc4nc23)c1	-4.6	26.2	82.2	84.4	-6.0	2.65	66.8	-13.4	-6.0
COc1ccc(NC(=O)CSc2nnc(-c3ccccn3)n2N)cc1Cl	-4.8	8.0	97.8	92.2	-8.0	-1.2	62.1	-16.4	9.7
Cc1cc(C(=O)CSc2nnc(-c3ccc(F)cc3)o2)c(C)n1CC1COc2ccccc2O1 (configuration not stated)	-9.3	-2.2	51.6	81.2	-9.0	0.015	33.5*	-2.9	2.1
Cc1c(C)c2ccc(Oc3ccc([N+](=O)[O-])cc3C(F)(F)F)c(C)c2oc1=O	-4.7	17.1	x	x	-9.0	x	x	3.0	-1.0
c1csc(-c2nnc(-c3ccc(N4CCOCC4)cc3)o2)c1	-8.1	0.0	104.4	68.4	5.0	0.202	88.8	7.0	-2.0
C=CCNC(=S)Nc1ccccc1	-2.4	9.5	x	x	3.0	-0.364	x	10.0	-5.7
NNc1nc(-c2ccccc2)cc(-c2ccccc2O)n1	-5.7	12.1	x	x	-9.0	0.597	x	-42.6	-1.7
OCCN1CCOCCN(CCO)CCOCC1	-6.8	0.3	90.7	94.6	-5.0	-0.705	95.8	2.9	-3.9
CC(=O)CSc1nnc(-c2ccc(S(=O)(=O)N3CCC(C)CC3)cc2)o1	-4.1	x	90.0	92.4	x	-0.814	93.0	-12.4	x
Cn1c(=O)c2c(nc(CN3CCOCC3)n2CCCO)n(C)c1=O	x	22.6	102.4	92.3	3.0	-0.229	101.0	x	8.0
CCN(CC)C(=O)COC(=O)c1cc(-c2ccc(OC)cc2)nc2ccccc12	8.4	39.9*	68.2	98.2	-26.0	0.498	65.1	-9.3	1.4
CC(C)CC(c1nnnn1Cc1cccs1)N1CCN(c2nc3ccccc3s2)CC1 (configuration not stated)	-1.9	x	100.5	95.1	x	-0.0094	79.3	2.6	x
C=CCn1c(SCc2c(F)c(F)c(F)c(F)c2F)nc(O)cc1=O	-2.3	-6.0	68.5	102.2	-5.0	0.862	104.0	4.3	0.5
CCOC(=O)c1cc(NC(=O)c2ccoc2C)cc(C(=O)OCC)c1	-2.8	12.1	83.2	98.9	-9.0	1.06	98.5	-16.1	-1.3
CC(C)c1ccc2oc(-c3ccc(N)cc3)nc2c1	-3.8	27.1	60.2	102.1	-7.0	0.575	57.9	-3.9	-9.1
O=C(C1CCN(c2nnc(N3CCCC3=O)s2)CC1)N1CCN(Cc2ccc3c(c2)OCO3)CC1	x	6.9	102.4	104.1	1.0	2.47	93.0	x	4.2
CCOC(=O)CN1c2ccccc2NC(=O)CC1C (configuration not stated)	-2.8	-2.4	102.6	104.7	-2.0	-0.00436	95.2	-14.1	8.9
O=C(NC1CC1)c1cc(-c2ccccn2)nc2ccccc12	-6.2	34.1*	87.2	85.9	2.0	0.00512	91.6	-12.6	0.9
Cc1nn2c(C(F)(F)F)cc(-c3ccc(Cl)cc3)nc2c1C(=O)N1CCOCC1	-6.6	5.4	99.9	91.6	-8.0	-0.109	62.1	4.9	1.2

Reprinted from the part before: 3 compounds; new compounds follow.
SMILES	S1P2 ag	PostGolgi ctrl	HUVEC inhibit	Fibroblast inh	E coli WT exp	hDAT+cocaine	H69AR inhibit	S1P2 antag	PostGolgi yeast
CCOC(=O)CN1c2ccccc2NC(=O)CC1C (configuration not stated)	-2.8	-2.4	102.6	104.7	-2.0	-0.00436	95.2	-14.1	8.9
O=C(NC1CC1)c1cc(-c2ccccn2)nc2ccccc12	-6.2	34.1*	87.2	85.9	2.0	0.00512	91.6	-12.6	0.9
Cc1nn2c(C(F)(F)F)cc(-c3ccc(Cl)cc3)nc2c1C(=O)N1CCOCC1	-6.6	5.4	99.9	91.6	-8.0	-0.109	62.1	4.9	1.2
CCCN1CCN(CCCNC(=O)C2CCCN(c3nc4ccc(OCC)cc4s3)C2)CC1 (configuration not stated)	-9.9	6.8	101.7	97.2	-7.0	-0.929	64.7	-15.6	-6.3
CCN(CC)c1ccc(C=Nc2ccc(C#N)cc2)c(O)c1	x	7.5	92.5	98.6	8.0	-0.05	93.7	x	21.8
CS(=O)(=O)N(Cc1ccccc1F)c1ccccc1	-5.7	x	94.5	91.4	x	0.518	94.4	-3.8	x
O=C1OCC2=C1C(c1ccc3c(c1)OCO3)Sc1ccccc1N2 (configuration not stated)	1.6	23.6	98.2	95.3	-3.0	0.852	79.1	15.8	-3.6
S=C(c1ccc(-c2ccc(Cl)cc2Cl)o1)N1CCCCC1	-4.3	21.0	x	x	-10.0	0.841	x	-10.5	-0.2
CCc1nc(C)ccc1OCC(=O)O	-2.5	18.3	97.9	100.7	-4.0	-0.0412	97.3	12.8	23.4
Cc1ccc(CCCOC(=O)C[N+]2(C)CCOCC2)cc1	-6.2	6.5	98.4	92.9	-3.0	-0.378	101.8	7.1	-0.5
CCC(=O)N1c2ccccc2C(N(C(C)=O)c2ccccc2)CC1C (configuration not stated)	-3.2	x	77.7	90.5	x	-0.811	86.6	4.0	x
CCOC(=O)CSc1nnc(CNC(=O)c2ccco2)n1C	-3.1	-6.7	98.8	100.2	-1.0	-1.67	85.9	5.5	-4.6
O=C1CC(N2CCN(S(=O)(=O)c3cccc(C(F)(F)F)c3)CC2)C(=O)N1Cc1ccccc1 (configuration not stated)	0.7	6.3	91.2	96.0	-7.0	1.98	101.9	16.2	2.9
COc1ccc(C2CC(=O)Nc3ccccc3S2(=O)=O)cc1OC (configuration not stated)	x	8.7	101.9	104.1	-3.0	-0.841	103.0	x	2.2
CCN1CCCC1CNS(=O)(=O)c1ccc(C(=O)Nc2ccccc2)cc1 (configuration not stated)	-4.9	3.1	85.2	102.9	10.0	0.0856	79.4	-3.2	-0.2
CCOCCCn1cnc2c(c1=O)c1nc3ccccc3nc1n2-c1ccc(C)cc1	-6.2	-3.2	102.6	111.2	-15.0	1.7	63.3	1.1	-0.3
COc1ccccc1/C=C1\S/C(=N/NC(=O)c2cccc(Br)c2)NC1=O	-2.8	6.0	x	x	2.0	-0.324	x	-31.1	0.9
Cc1cc(C)c(C#N)c(SCC(=O)N(C)C2CCCCC2)n1	-3.7	12.8	121.4	106.4	0.0	x	62.7	-13.0	-2.4
Cc1ccc2nc(CCc3nc4ccc(C)cc4o3)oc2c1	-5.5	10.9	104.5	104.2	-10.0	-0.0484	105.4	0.7	-6.3
CCCc1nn2c(=O)c(C(c3cccc(Cl)c3)c3c(O)nc4sc(CCC)nn4c3=O)c(O)nc2s1	-3.8	9.8	x	x	-1.0	0.44	x	15.1	16.7
